# High-throughput results: PubChem BioAssay, several laboratories
# MEP2 TOR yeast – yeast TOR pathway MEP2-GFP modulation | S. cerevisiae MEP2-GFP strain, flow cytometry GFP, 3 h; 100% = DMSO control level | GFP response vs DMSO, % at 10 µM | hit rate 0.51% among 330,000 | AID 2016;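 active = GFP response versus DMSO above a set limit, roughly screen mean plus 3 SD, cut at about 180% in these data; inconclusive = fewer than 70 cells counted for a yeast strain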;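 also: median GFP fluorescence of the barcode-gated MEP2-GFP cells per well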
# AHR act – activates the human aryl hydrocarbon receptor | hit rate 2.5% among 320,000 | AID 2796 | P35869 | AHR-responsive luciferase reporter cells, luminescence | activation, % at 5 µM; in the data active = activation above about 47%;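 also: 0% = vehicle wells and 100% = reference agonist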
# Target sequence (P35869 whole entry, looked up): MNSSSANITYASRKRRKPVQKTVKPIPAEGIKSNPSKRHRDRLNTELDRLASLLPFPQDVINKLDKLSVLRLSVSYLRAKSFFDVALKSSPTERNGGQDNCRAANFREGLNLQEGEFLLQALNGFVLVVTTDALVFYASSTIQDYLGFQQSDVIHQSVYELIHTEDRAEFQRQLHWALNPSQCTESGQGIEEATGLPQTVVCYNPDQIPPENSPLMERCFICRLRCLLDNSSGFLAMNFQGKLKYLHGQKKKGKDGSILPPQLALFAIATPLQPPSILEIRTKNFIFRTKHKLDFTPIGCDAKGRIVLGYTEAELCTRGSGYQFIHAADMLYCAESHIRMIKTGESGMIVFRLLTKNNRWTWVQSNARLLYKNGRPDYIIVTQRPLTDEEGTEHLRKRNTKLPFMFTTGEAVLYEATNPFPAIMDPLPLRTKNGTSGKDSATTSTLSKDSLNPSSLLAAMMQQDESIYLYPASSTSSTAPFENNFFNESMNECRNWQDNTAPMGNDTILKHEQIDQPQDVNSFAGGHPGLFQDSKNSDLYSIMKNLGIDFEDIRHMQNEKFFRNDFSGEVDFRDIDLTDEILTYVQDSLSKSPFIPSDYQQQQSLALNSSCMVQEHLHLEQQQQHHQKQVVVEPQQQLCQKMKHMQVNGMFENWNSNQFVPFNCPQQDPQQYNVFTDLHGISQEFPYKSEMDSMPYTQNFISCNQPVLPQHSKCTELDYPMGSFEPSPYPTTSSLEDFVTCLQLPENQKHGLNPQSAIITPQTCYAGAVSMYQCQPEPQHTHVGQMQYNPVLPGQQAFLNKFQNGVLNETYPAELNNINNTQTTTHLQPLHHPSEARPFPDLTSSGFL
# Yeast superoxide – lowers age-related superoxide in aged yeast cells. superoxide response (% of plate mean), % at 10 µM. S. cerevisiae aged cells, superoxide DHE fluorescence; hits give low values. AID 2690. hit rate 0.18% among 330,000;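 active = superoxide response under a set limit, about three screen SD below normal, cut at about 65% in these data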;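 also: yeast aged for seven days with compound at 30 °C before DHE staining; 100% = average MFI of all compound-treated wells on the plate with controls excluded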
# AGP1 TOR yeast – yeast TOR pathway AGP1-GFP modulation. GFP response vs DMSO, % at 10 µM. hit rate 0.02% among 320,000. S. cerevisiae AGP1-GFP multiplex flow cytometry, 3 h; GFP as percent of DMSO wells;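 active = GFP response relative to DMSO above a set limit, near screen average plus 3 SD, cut at about 150% in these data; inconclusive = fewer than 70 cells counted for the yeast strain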;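 also: median GFP channel fluorescence of the gated AGP1 strain per well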
# CIT2 TOR yeast – modulators of TOR pathway CIT2-GFP in S. cerevisiae | S. cerevisiae CIT2-GFP strain, flow cytometry, 3 h; 100 means same as DMSO wells | AID 2029 | hit rate 0.065% among 320,000 | GFP response vs DMSO, % at 10 µM;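 active = GFP response relative to DMSO above a set limit, near the screen mean plus 3 SD, cut at about 150% in these data; inconclusive = Fewer than 70 cells measured for a yeast strain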;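 also: ratio of well median GFP fluorescence to mean of DMSO wells on the plate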
# LAP4 TOR yeast – yeast TOR pathway LAP4-GFP modulation; S. cerevisiae LAP4-GFP multiplex, flow cytometry GFP, 3 h; median GFP as percent of DMSO wells; GFP response vs DMSO, % at 10 µM; hit rate 0.34% among 320,000;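 active = GFP response vs DMSO above a set limit, about the screen mean plus 3 SD, cut at about 150% in these data; inconclusive = under 70 cell events counted for the yeast strain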
# RPL19A TOR yeast – alters RPL19A-GFP fluorescence in TOR pathway yeast screen; AID 2025; S. cerevisiae RPL19A-GFP strain, flow cytometry, 3 h; hits give low values; hit rate 0.3% among 330,000; percent response vs DMSO, % at 10 µM;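 active = percent response vs DMSO below 50%; inconclusive = fewer than 70 events counted for the yeast strain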;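 also: median channel GFP fluorescence of the barcoded RPL19A-GFP strain; ratio of sample median GFP to plate DMSO average so 100% = DMSO; lower means less RPL19A-GFP as with rapamycin TOR inhibition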
# Efflux pump mplx – antifungal efflux pump inhibition, Nile Red retention; S. cerevisiae Candida pump triplex; inhibition, % at 10 µM; hit rate 0.44% among 330,000;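 active = plate passing quality check with inhibition over a set limit, or well fluorescence over plate mean plus 4 SD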;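 also: Nile Red retained in pooled yeast measured as flow cytometry median fluorescence; 0% = buffer negative control and 100% = Enniatin B positive control; higher means more Nile Red kept so more efflux inhibition; some compounds called inactive have numbers as strong as hits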
# Numbers without * were called inactive; ? = inconclusive; . = not tested or not shown; [ ] = remark or other dose.
SMILES,MEP2 TOR yeast,AHR act,Yeast superoxide,AGP1 TOR yeast,CIT2 TOR yeast,LAP4 TOR yeast,RPL19A TOR yeast,Efflux pump mplx
CCCCOC(=O)C1=C(C)Nc2ncnn2C1c1cccc(OC)c1 (configuration not stated),102,1,125,105,85,94,103,0.0
O=C(Nc1ccc(F)c(Cl)c1)Nc1ccc(Cl)cn1,117,15,99,108,110,103,110,-0.1
COc1ccc(S(=O)(=O)N2CCCCC2)cc1NC(=O)c1ccc(=O)[nH]c1,100,1,84,103,101,104,97,-0.2
CC(NC(=O)c1cccs1)c1n[nH]c(=S)n1C (configuration not stated),99,-2,102,86,112,83,106,0.2
CC1CCCN(S(=O)(=O)c2ccc(NC(=O)CNC3CCCC3)cc2)C1 (configuration not stated),315*[may fluoresce violet],-2,99,14[may fluoresce violet],?,93[may fluoresce violet],63[may fluoresce violet],0.0
COc1ccc(-c2cc(OC)c3c(C)oc(C)c3c(=O)c2)cc1OC,93,3,110,86,85,105,90,0.1
Cc1n[nH]c(C)c1CCC(=O)N/N=C/c1cccs1,105,6,118,109,102,110,102,0.0
COc1ccc(N2CCN(S(=O)(=O)c3cc4c5c(c3)C(C)C(=O)N5CCC4)CC2)cc1 (configuration not stated),97,-1,113,93,94,85,90,-0.1
c1ccc(CNc2ccc(CNc3ncn[nH]3)cc2)cc1,105,4,94,107,107,113,108,-0.1
O=C(NC(=C(Cl)Cl)S(=O)(=O)c1ccc(Cl)cc1)c1ccccc1,101,0,84,98,86,109,96,0.0
O=C(COC(=O)c1cccc(S(=O)(=O)N2CCc3ccccc3C2)c1)NCc1ccco1,97,1,83,96,94,98,92,0.2
COc1cc2c(cc1OC)CN(CC(=O)Nc1ccc(C)c(C)c1)CC2,117,1,88,97,100,99,104,0.0
O=C(Nc1ccc(S(=O)(=O)N2CCCCC2)cc1)c1ccc(Cl)nc1,107,39,89,96,111,93,100,-0.1
O=C(Nc1cccc(Cl)c1)Nc1nccs1,110,18,166,106,.,112,106,-0.1
O=C(NCCN1CCOCC1)c1ccc2c(c1)N(Cc1ccc(Cl)cc1)C(=O)CS2,111,2,92,104,100,104,103,-0.1
C[N+](C)(C)CCOc1ccc([N+](=O)[O-])cc1,95,0,108,96,99,95,97,0.0
N#Cc1cccc(C#N)c1Oc1ccc(S(=O)(=O)Nc2ccc(Cl)cc2)cc1,102,0,109,103,97,107,95,0.1
Cc1ccc(NC(=O)c2ccc3c(c2)N(CC(=O)NC(C)C)C(=O)C(C)(C)O3)cc1,106,-1,105,109,103,93,99,0.4
O=c1[nH]cc(C(F)(F)F)cc1NS(=O)(=O)c1ccc([N+](=O)[O-])cc1,104,1,99,107,112,102,101,-0.1
CCOC(=O)N1CCC(NS(=O)(=O)c2cc(Br)cc3c2N(C(=O)CC)CC3)CC1,97,0,110,97,100,91,93,-0.3
CCN(Cc1ccncc1)C(=S)NCc1ccccc1,115,5,109,118,120,104,103,-0.2
CC1CC(C)CN(C(=O)C(Cc2ccccc2)NC(=O)c2ccccc2)C1 (configuration not stated),97,0,95,94,85,101,94,0.0
C/C(=N\NC(=O)c1ccc(F)cc1)c1ccc(N2CCOCC2)cc1,87,2,112,90,92,83,97,-0.1
CC(C)(C)c1ccc(NC(=O)CN2C(=O)NC(C)(C3CC3)C2=O)cc1 (configuration not stated),94,2,91,94,91,89,90,0.1
O=C(NCCc1ccc2c(c1)OCCO2)c1cc(F)cc(F)c1,107,4,106,95,97,97,102,-0.1
O=C(O)C1c2ccccc2C(=O)N(Cc2ccc(F)cc2)C1c1ccncc1 (configuration not stated),105,-4,101,111,103,115,104,0.0
Cc1cc(SCC(=O)N2CCCC2)nc2ccccc12,115,5,95,104,102,102,103,0.0
COc1ccc(N(CC(=O)Nc2ccccc2F)S(=O)(=O)c2ccc(OC)c(OC)c2)cc1,104,2,106,100,104,91,103,-0.1
COc1ccc(CN(C(=O)CN2C(=O)C(C)Oc3ccccc32)C2CCCC2)c(OC)c1 (configuration not stated),91,0,92,93,96,94,95,0.1
Cc1ccc(NC2=CC(=O)OC(C)C2)cc1 (configuration not stated),93,3,94,96,97,94,91,0.0
COc1c(C)cccc1C(=O)NCCCNC(=O)c1ccc(C)nc1,107,2,94,103,108,92,107,0.2
Fc1ccc2cnc(-c3ccccc3)c(-c3cccc(C(F)(F)F)c3)c2c1,82,5,97,92,90,90,96,0.6
Cc1nn(-c2ccc3ccccc3c2)c(=O)c2ccccc12,100,45,101,97,100,96,103,0.2
O=c1[nH]cnc2c1sc1nc3c(c(-c4ccc(Cl)cc4)c12)CCC3,101,-2,100,98,103,98,103,0.0
O=S(=O)(CCN1CCOCC1)c1ccccc1,99,.,103,96,94,91,100,0.2
Cn1c(SCC(=O)NCc2ccc(F)cc2)ncc(C(=O)Nc2ccccc2)c1=O,101,12,110,107,110,97,101,0.1
Cc1ccc(SCc2ccc(C(=O)Nc3cccc([N+](=O)[O-])c3)cc2)cc1,102,-1,77,102,103,96,98,-0.2
O=C(CCNc1ccc(F)cc1)c1cccc([N+](=O)[O-])c1,111,-3,86,98,88,118,99,-0.3
CCc1c(O)nc(SCC(=O)c2ccccc2)n(-c2ccccc2)c1=O,106,-2,83,119,111,124,106,0.0
CCOc1cc(/C=N/NC(=O)CCc2n[nH]c(=O)[nH]c2=O)ccc1O,126,1,126,95,110,86,96,0.0
CCC(C)NC(=O)C1CCC(=O)N(c2ccc3c(c2)OCO3)C1c1ccc(OC)cc1 (configuration not stated),101,-1,94,102,94,108,103,0.0
O=C1N(CC(=O)N2CCc3ccccc32)CCN1Cc1ccc(Cl)cc1,93,-3,107,100,93,100,99,0.1
Cc1cc(C)c(C)c(S(=O)(=O)Nc2ccccc2C(=O)NCCCN2CCOCC2)c1C,99,1,88,100,101,103,98,-0.1
O=C(CN1CCSCC1)N/N=C/c1ccc(F)cc1F,103,4,85,97,102,92,97,-0.1
COc1cccc(NC(=O)Cc2cn(C)c3ccccc23)c1,98,33,82,109,99,106,103,-0.1
O=C(N=C1SC2CS(=O)(=O)CC2N1c1ccc(Br)cc1Cl)C1CC1 (configuration not stated),98,-1,136,99,101,93,100,-0.1
NNC(=O)C(Cc1ccc(O)cc1)N1Cc2ccccc2C1=O (configuration not stated),98,12,88,94,99,87,100,-0.3
O=C(N/N=C/c1coc2ccc(Cl)cc2c1=O)c1cc(O)cc(O)c1,102,.,98,79,89,120,108,-0.1
CCCCCNc1nc(-c2ccccc2)cs1,238*[may fluoresce violet],-1,89,.,?,112[may fluoresce violet],58[may fluoresce violet],0.0
CCOc1cc(N2CCOCC2)c(OCC)cc1NC(=O)CN1C(=O)C2C3C=CC(C3)C2C1=O (configuration not stated),99,3,100,99,104,107,98,0.0
CCc1nonc1NC(=O)c1oc2cc(Br)ccc2c1C,102,9,113,97,94,100,99,0.2
CN(C)C(=O)CSc1nnc(NC(=O)CCc2ccccc2)s1,99,0,96,110,101,107,97,-0.2
CC(C)c1ccc(NC(=O)CSc2n[nH]c(=O)n2Cc2ccco2)cc1,88,11,95,97,83,100,93,0.2
CCC(C)NCCOCCOc1ccc(Cl)c(C)c1C (configuration not stated),100,7,103,99,93,94,103,0.3
CN(CC(=O)OCC(=O)NCc1ccccc1)S(=O)(=O)c1ccc(Cl)cc1,?,0,113,?,?,88[may fluoresce red and violet],?,-0.3
CN1CCN(C2=C(Cl)C(=O)N(Cc3ccccc3)C2=O)CC1,104,0,101,103,101,104,106,0.2
O=C(COC(=O)c1nc(Cl)ccc1Cl)c1ccc(Cl)s1,101,5,97,97,98,95,101,-0.1
Cc1ccsc1/C=N/Nc1ccc(C(=O)O)cc1,90,-4,84,88,99,109,104,-0.6
O=C(COC(=O)c1cnccn1)Nc1cccc(F)c1,121,1,90,105,102,114,101,0.1
Cc1ccc(C(=O)N/C(=C\c2ccccc2)C(=O)NCc2ccncc2)cc1,104,4,102,107,103,109,99,0.0

# Three structures from above, sorted by number of heavy atoms, rising.
SMILES,MEP2 TOR yeast,AHR act,Yeast superoxide,AGP1 TOR yeast,CIT2 TOR yeast,LAP4 TOR yeast,RPL19A TOR yeast,Efflux pump mplx
CCc1nonc1NC(=O)c1oc2cc(Br)ccc2c1C,102,9,113,97,94,100,99,0.2
CN(C)C(=O)CSc1nnc(NC(=O)CCc2ccccc2)s1,99,0,96,110,101,107,97,-0.2
CC(C)c1ccc(NC(=O)CSc2n[nH]c(=O)n2Cc2ccco2)cc1,88,11,95,97,83,100,93,0.2

# Continued:
SMILES,MEP2 TOR yeast,AHR act,Yeast superoxide,AGP1 TOR yeast,CIT2 TOR yeast,LAP4 TOR yeast,RPL19A TOR yeast,Efflux pump mplx
CCNC(=S)N/N=C(\C)c1ccc(N2CCOCC2)cc1,101,6,118,94,98,92,103,-0.2
O=C(Nc1ncn[nH]1)c1cc([N+](=O)[O-])ccc1Cl,113,1,102,99,101,98,107,0.0
O=C(CN1C(=O)/C(=C/c2cccc(Br)c2)SC1=S)Nc1cccnc1,96,37,97,99,96,94,100,0.1
C#CCOCCOCCOCCNc1nc(N2CCN(C(=O)[C@H](CC(N)=O)n3cc([C@@H](N)C(C)C)nn3)CC2)nc(N2CCN(C(=O)[C@H](CC(N)=O)n3cc([C@@H](N)C(C)C)nn3)CC2)n1,92,-1,81,91,85,97,92,-0.1
Cn1nnnc1SCC(=O)Nc1ccc2c(c1)OCO2,90,103*,105,93,99,86,92,0.0
COC(=O)[C@@H]1C[C@@]2(O)[C@H](O)[C@H](O)[C@H](O)C[C@H]2N1CC(c1ccccc1)c1ccccc1,106,2,93,112,107,95,100,-0.3
C=CCN1c2ccccc2[C@]23C[C@@H](C(=O)OC)N(C(=O)NC4CCCC4)C2=NC(C(=O)OC)=C(C(=O)OC)[C@H]13,94,0,96,81,68,126,96,-0.1
O=C1NC(c2ccncc2)Nc2ccccc21 (configuration not stated),101,12,99,97,95,100,96,0.0
Cc1ccc(C)c(Nc2ncnc3nc[nH]c23)c1,93,8,95,99,100,101,96,-0.1
Cc1ccc(-c2noc(CN3CCN(c4ccccc4F)CC3)n2)cc1,105,1,104,102,90,106,100,0.4
CCOC(=O)c1nnn(CC(=O)N2N=C(c3ccccc3)CC2c2ccccc2)c1C(=O)OCC (configuration not stated),105,4,102,97,90,103,98,0.1
O=C(COC(=O)Cc1ccsc1)NC1CCCCCC1,105,2,97,105,102,108,100,0.0
Cc1cc(N2CCCC2)nc2ccc(NC(=S)NC(C)C)cc12,114,21,118,100,111,95,108,-0.1
CC(C)NC(=O)Cn1cc(C(=O)C(=O)N2CCOCC2)c2ccccc21,116,-1,84,96,.,83,105,0.0
N#CCC(=O)Nc1ccc(C(=O)OCC(=O)NNC(=O)c2cccs2)cc1,99,-2,94,96,99,92,95,0.1
O=C(NCCSCc1ccc(Cl)cc1)c1cccs1,100,-3,101,89,89,112,98,0.2
O=C(Cn1cnc2ccc(Cl)cc2c1=O)c1cccs1,98,-1,95,96,94,96,95,0.0
N/C(=N\c1nc2c(c(=O)[nH]1)CCCC2)Nc1ccccc1,103,8,79,99,95,93,97,-0.2
CCN(CC)C(=S)Sc1c(-c2ccccc2)c2cc(Cl)ccc2[nH]c1=O,95,1,106,97,95,94,93,-0.7
Oc1ccc(Cl)cc1-c1cc(-c2cccc(Br)c2)n[nH]1,108,30,121,100,104,102,103,0.3
COc1ccc(CCNC(=O)C2CCN(S(=O)(=O)N3CCCCCC3)CC2)cc1OC,101,1,100,104,106,103,101,-0.1
